TAG inh = reduces triacylglycerol accumulation in H9c2 cells. Nile Red lipid (TAG) fluorescence; cells loaded with 200 µM oleic acid. inhibition, % at 12.5 µM. actives 0.66% (n = 230,000);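 active = pattern-corrected inhibition of lipid staining of at least 50% with the nuclear-stain viability signal not falling by more than 50%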;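 note: 0% = DMSO wells and 100% = triacsin C control wells; some results filed as inactive read as strong as hits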
TAG inh DAPI viability = also measured in TAG inh; calls as there; DAPI nuclei signal change (viability), lower = more cytotoxic, %;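 whole-well DAPI fluorescence read on a plate reader as a viability signal; minus 50 percent equals half of cells still viable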
Numbers without * were called inactive. A portion of the library; count on the stated rates, not on these rows.

| molecule | TAG inh | TAG inh DAPI viability |
| --- | --- | --- |
| COc1ccc(C2SCC(C(=O)O)N2C(C)=O)cc1OC (stereo unspecified) | 3.6 | -8.1 |
| CCCc1n(CC(O)COCc2ccccc2)c2ccccc2[n+]1C (stereo unspecified) | 4.0 | -2.3 |
| Cc1ccc(C(c2sc3nc(C)nn3c2O)N2CCOCC2)cc1 (stereo unspecified) | -25.2 | 13.3 |
| CC12CCC(=O)N1C(C(=O)NNC(=O)c1ccccc1F)CS2 (stereo unspecified) | -0.1 | -1.1 |
| O=C(Nc1sc2c(c1C(=O)O)CCCCC2)c1ccccc1F | 14.6 | -7.6 |
| O=C(COC(=O)c1ccccc1C(=O)c1ccc(Cl)c([N+](=O)[O-])c1)NC1CC1 | 23.9 | -28.7 |
| Cc1ccc2[nH]c(=O)c(C(c3nnnn3CC3CCCO3)N3CCc4ccccc4C3)cc2c1 (stereo unspecified) | -16.6 | 5.4 |
| COc1ccc(Nc2nc(N)nc(CSCCO)n2)cc1 | 8.6 | -5.2 |
| Cc1ccsc1-c1nc(C(N)=O)c2[nH]c(=O)n(-c3ccc(Cl)cc3)c2n1 | 56.6* | -24.1* |
| O=C(O)c1cccc(Nc2c([N+](=O)[O-])c(=O)oc3ccccc23)c1 | 3.4 | -1.9 |
| Cc1ccc(C2CC(=O)NC(SCC(=O)Nc3nccs3)=C2C#N)cc1 (stereo unspecified) | 7.6 | 2.1 |
| CCSc1nnc(NC(=O)CN2C(=O)N(C)C3(CCCCC3)C2=O)s1 | 2.3 | 42.4 |
| CCOC(=O)C1(Cc2ccccc2C)CCCN(C(=O)c2ccc(COC)o2)C1 (stereo unspecified) | -6.8 | -0.1 |
| CC(C1CC1)N(Cc1ccccc1)C(=S)Nc1ccccc1 (stereo unspecified) | -8.9 | 0.0 |
| Cc1cc(C(=O)OCC(=O)c2ccc3c(c2)OCCO3)c(C)o1 | 3.8 | -7.9 |
| COc1ccc2c(CC(=O)OCC(=O)Nc3sc4c(c3C#N)CCC(C)C4)coc2c1 (stereo unspecified) | -5.3 | 10.3 |
| C=CC[C@@H](CC(=O)N(CCO)Cc1ccccc1)C(=O)NC[C@H](OC(=O)[C@@H](CC=C)Cc1ccc(F)cc1)c1ccccc1 | 28.0 | -3.1 |
| Cc1ccc(N=C2C(=O)Nc3ccccc32)cc1C | 1.8 | 0.5 |
| O=C(CC1Sc2ccccc2NC1=O)NCc1cccc(Cl)c1 (stereo unspecified) | 2.1 | -5.4 |
| CN(C)c1ccc(N2C(=O)CC(Nc3ccc(N4CCOCC4)cc3)C2=O)cc1 (stereo unspecified) | -15.2 | -4.2 |
| C=C(C)CN1CCN(c2c(CCC#N)c(C)c(C#N)c3nc4ccccc4n23)CC1 | 9.3 | 9.2 |
| Cc1cc2nc(CN(C)C(=O)C3CCC(=O)N(C4CCCC4)C3)[nH]c2cc1C (stereo unspecified) | -31.5 | 4.1 |
| Cc1cc(-c2ccccc2)cc(C)n1 | 6.9 | 1.0 |
| O=C(N/N=C1/CCS(=O)(=O)c2ccc(F)cc21)c1cccnc1 | 8.7 | -2.7 |
| COc1ccccc1NCc1nnc(SCC(=O)N/N=C/c2ccco2)n1-c1ccc(Cl)cc1Cl | -4.7 | -0.8 |
| COC(=O)c1sccc1NC(=O)c1cnc2cc(C)nn2c1C | -0.7 | -5.8 |
| COc1ccc(OC)c(CN2CCSCC2)c1 | 3.1 | 0.1 |
| CCCNC(=O)C1(C)CCCN(C(=O)c2ccc3ccccc3c2)C1 (stereo unspecified) | 11.2 | -4.7 |
| CCCNC(=O)C1(C)CCN(C(=O)C(c2ccccc2)c2ccccc2)C1 (stereo unspecified) | -22.2 | 4.7 |
| CC(=O)NCCc1c[nH]c2ccc(O)cc12 | -2.1 | -0.6 |
| CCOCCCn1c(=NC(=O)c2cccnc2)c(C(=O)OCC)cc2c(=O)n3ccccc3nc21 | 22.7 | 1.0 |
| COc1cc(Br)cc(-c2nc3c(c(=O)[nH]c(=O)n3Cc3ccccc3)n2C)c1O | 16.5 | -1.7 |
| COC(=O)c1ccccc1NC(=O)Cn1c(=O)n(CCC(=O)NC2CCN(Cc3ccccc3)CC2)c(=O)c2ccccc21 | -6.1 | 6.5 |
| O=C(Cn1ncc(Cl)c(Cl)c1=O)NC1CCS(=O)(=O)C1 (stereo unspecified) | 13.4 | -10.2 |
| COCCNC(=O)C1CCCN(Cc2ccc(-c3ccccc3)cc2)CC1 (stereo unspecified) | 16.4 | 1.3 |
| COc1cc(OC)cc(C(=O)OCC(=O)NC(c2ccccc2)c2ccccc2)c1 | 11.1 | -0.6 |
| N#Cc1c(NC(=O)CSc2nc3ccccc3c(=O)n2Cc2ccco2)sc2c1CCCC2 | -20.4 | 10.8 |
| CC(C)CC1C(=O)N(Cc2cn(CC3CCCCC3)nn2)CCS(=O)(=O)N1Cc1ccc(-c2cccc(C#N)c2)cc1 (stereo unspecified) | 35.7 | -7.2 |
| COc1ccc(OC)c(NC(=O)COC(=O)Cc2ccc(Br)cc2)c1 | 18.0 | -3.6 |
| COc1cccc(CC2(CO)CCCN(Cc3nc(-c4cccs4)oc3C)C2)c1 (stereo unspecified) | -10.1 | 8.4 |
| O=C(CN1CCCCC1)N/N=C/c1cccc(C(F)(F)F)c1 | 3.0 | -11.5 |
| COc1ccc(-n2c(Cn3c(=O)sc4ccccc43)nnc2SCC(=O)N2CCCCC2)cc1 | 8.6 | 1.9 |
| CCOC(=O)c1sc(NC(=O)c2cc3c(s2)CCC(C)C3)nc1C (stereo unspecified) | 16.2 | 6.7 |
| COc1nc(OC)nc(N2CCC(C(=O)NC3CC3)CC2)n1 | 9.4 | 1.7 |
| O=C(c1cccc2nccnc12)N1CCCC(Nc2ccc(F)c(F)c2)C1 (stereo unspecified) | -4.9 | 4.7 |
| NC(=O)CC[C@@H]1NC(=O)[C@H](CO)NC(=O)c2cc([N+](=O)[O-])cc(I)c2OCC[C@@H](C(N)=O)NC1=O | 11.0 | -3.1 |
| Cc1ccc(S(=O)(=O)N(C)c2ccc(OC(=O)COc3ccccc3)cc2)cc1 | -8.3 | -6.1 |
| O=C(O)c1ccc(-n2c(-c3ccc(Br)cc3)n[nH]c2=S)cc1 | 2.6 | -9.5 |
| c1cn(-c2ncnc3sc4c(c23)CCCC4)cn1 | -1.5 | -13.3 |
| Cc1cccc(CSCc2ccc(C(=O)NCC3CCCO3)o2)c1 (stereo unspecified) | -5.8 | -2.8 |
| O=C(/C=C\Nc1ccc2c(c1)OCO2)c1ccc2c(c1)OCO2 | 11.3 | -6.3 |
| CCCCCCCc1c(O)nc(SCCN(C)C)[nH]c1=O | 8.8 | -9.4 |
| O=C(COC(=O)c1ccc(Cl)cc1)NCC1CCCCC1 | 12.5 | -4.6 |
| Cc1ccc(N(CC(=O)NN=C2CCN(C)CC2)S(=O)(=O)c2ccc(C)cc2)cc1 | -1.7 | -1.5 |
| Oc1ccccc1CNn1cnnc1 | 13.9 | -2.4 |
| COc1ccc(C(=O)OCC[N+]2(C)CCOCC2)cc1 | -2.3 | -5.8 |
| O=C(CN(CC(=O)N1CCOCC1)S(=O)(=O)c1ccc(Br)s1)N1CCOCC1 | -5.9 | 3.7 |
| COc1ccc(C)cc1NC(=O)c1c([N+](=O)[O-])cnn1C | 6.8 | 5.9 |
| COc1cccc(-n2c(N)c(-c3nc4ccccc4[nH]3)sc2=S)c1 | -2.0 | -0.1 |
| COc1cccc2c(=O)n(CC(=O)Nc3ccc(F)cc3)ccc12 | 4.3 | 10.5 |

Next section:
| molecule | TAG inh | TAG inh DAPI viability |
| --- | --- | --- |
| CC1(c2ccccc2)NC(=O)N(CC(=O)Nc2ccc3c(c2)CCC3)C1=O (stereo unspecified) | 19.0 | 1.6 |
| O=[N+]([O-])c1cccc(S(=O)(=O)c2ccc(NCCO)c([N+](=O)[O-])c2)c1 | -15.1 | -12.5 |
| Clc1cccc(NCc2ccccc2)n1 | 6.5 | 1.0 |
| COc1ccc(OCc2nnc(SC(C)C(=O)Nc3ccc(N4CCOCC4)cc3)n2C)cc1 (stereo unspecified) | 6.9 | -0.7 |
| CC(C)(C)S(=O)(=O)N1C[C@@H]2C(=CC[C@H]3C(=O)N(c4ccccc4)C(=O)[C@@H]23)[C@@H]1CCO | 8.2 | -12.0 |
| O=C(O)C1CC=CCC1C(=O)Nc1cccnc1 (stereo unspecified) | -13.8 | 7.8 |
| COc1ccccc1N1CCN(C(=O)c2ccc3noc(-c4ccccc4)c3c2)CC1 | 1.7 | 2.3 |
| CC(C)C(OC(=O)c1ccco1)C(=O)NC1CCCCC1 (stereo unspecified) | -27.1 | 4.1 |
| OC1CCCN(C(=S)NCc2ccccc2)C1 (stereo unspecified) | 14.3 | 7.3 |
| COc1ccc(CCC(=O)Nc2cccc(S(=O)(=O)N3CCCCCC3)c2)cc1 | -3.8 | 3.1 |
| COC(=O)c1c(NC(=O)c2ccccc2)sc(C(N)=O)c1C | 21.1 | -6.0 |
| CCN(c1ccccc1)c1nc(Cl)nc2c1cnn2C | -14.2 | 21.4 |
| O=C(NC(=S)Nc1ccc2oc(=O)ccc2c1)c1ccco1 | -10.2 | 1.7 |
| CC[n+]1c(P(=O)([O-])c2ccccc2)[nH]c2ccccc21 | 3.6 | 2.7 |
| COCCCNC(=S)N/N=C/c1ccc(N(C)C)cc1 | 7.9 | 22.6 |
| Cc1cc(NS(C)(=O)=O)c(=O)n(Cc2c(F)cccc2Cl)c1 | -0.1 | -13.7 |
| CNC(=O)c1cc(S(=O)(=O)N2CC(C)OC(C)C2)ccc1N1CCCCC1 (stereo unspecified) | 4.2 | -1.3 |
| Cc1ccc(CNc2nc3ccccc3n2C)cc1 | -7.1 | -2.3 |
| O=C(COC(=O)CCSc1ccccc1)Nc1cc(F)ccc1F | 4.8 | -10.7 |
| ON=C1c2ccccc2-c2cc(Br)ccc21 | -16.5 | -3.8 |

An excerpt from above in order of molecular weight, falling:
| molecule | TAG inh | TAG inh DAPI viability |
| --- | --- | --- |
| COc1ccc(CCC(=O)Nc2cccc(S(=O)(=O)N3CCCCCC3)c2)cc1 | -3.8 | 3.1 |
| Cc1cc(NS(C)(=O)=O)c(=O)n(Cc2c(F)cccc2Cl)c1 | -0.1 | -13.7 |
| OC1CCCN(C(=S)NCc2ccccc2)C1 (stereo unspecified) | 14.3 | 7.3 |

Later entries:
| molecule | TAG inh | TAG inh DAPI viability |
| --- | --- | --- |
| CCS(=O)(=O)c1nc(NC(C)=O)n[nH]1 | -1.8 | 2.1 |
| C/C(Nc1ccc(F)cc1)=C(/C#N)C(N)=O | 0.9 | 3.1 |
| CC(C)(C)OC(=O)N1CCCC(C(=O)Nc2cccc(C(=O)NCc3ccccc3)c2)C1 (stereo unspecified) | 1.7 | -6.7 |
| N#C/C(=C(/O)Cc1cccc2ccccc12)c1nc2ccccc2s1 | 13.1 | -0.6 |
| COc1cccc(CNC(=O)CN(C)S(=O)(=O)c2cccc3cccnc23)c1 | 3.2 | -0.1 |
| CCCCn1c(N)c(N(CC(C)C)C(=O)c2ccc(OCC3CCCO3)cc2)c(=O)[nH]c1=O (stereo unspecified) | 9.0 | -7.1 |
| O=C(O)CCc1ccc(-c2ccccc2)n1NC(=O)c1ccco1 | -10.1 | 1.4 |
| CCc1ccc2nc(NC(=O)CN3C(=O)NC4(CCCC4)C3=O)sc2c1 | 3.2 | -3.8 |
| CCCCn1c(N)c(N(CC(C)C)C(=O)CN(C)S(=O)(=O)c2ccc(C)cc2)c(=O)[nH]c1=O | -15.3 | 6.4 |
| C/C(=N\OCC(=O)O)c1ccc(Cl)cc1 | -3.4 | -0.3 |
| Cc1[nH]c2ccc(C(=O)OCC(=O)Nc3cccc(S(N)(=O)=O)c3)cc2c1C | 13.2 | 3.6 |
| CC(=O)c1ccc(N2CCN(C(=S)Nc3ccccc3)CC2)cc1 | 8.2 | 6.7 |
| C[C@@H]1CN([C@H](C)CO)C(=O)CCCn2nncc2CO[C@@H]1CN(C)S(=O)(=O)c1ccc2ccccc2c1 | 1.5 | -13.0 |
| O=C(N/N=C\c1ccccc1)c1ccccc1-n1cccc1 | 4.5 | -11.9 |
| COc1ccccc1N1CCN(C(=O)c2cc(C3CC3)on2)CC1 | 2.2 | -1.6 |

Four entries from above, as labelled records.
CN(C)c1ccc(N2C(=O)CC(Nc3ccc(N4CCOCC4)cc3)C2=O)cc1 (stereo unspecified)
  TAG inh = -15.2
  TAG inh DAPI viability = -4.2
COc1ccc(OC)c(NC(=O)COC(=O)Cc2ccc(Br)cc2)c1
  TAG inh = 18.0
  TAG inh DAPI viability = -3.6
COc1ccccc1N1CCN(C(=O)c2ccc3noc(-c4ccccc4)c3c2)CC1
  TAG inh = 1.7
  TAG inh DAPI viability = 2.3
CCCCn1c(N)c(N(CC(C)C)C(=O)CN(C)S(=O)(=O)c2ccc(C)cc2)c(=O)[nH]c1=O
  TAG inh = -15.3
  TAG inh DAPI viability = 6.4

Six compounds drawn at random from the list so far, as already listed:
| molecule | TAG inh | TAG inh DAPI viability |
| --- | --- | --- |
| O=C(O)c1cccc(Nc2c([N+](=O)[O-])c(=O)oc3ccccc23)c1 | 3.4 | -1.9 |
| CCS(=O)(=O)c1nc(NC(C)=O)n[nH]1 | -1.8 | 2.1 |
| OC1CCCN(C(=S)NCc2ccccc2)C1 (stereo unspecified) | 14.3 | 7.3 |
| N#Cc1c(NC(=O)CSc2nc3ccccc3c(=O)n2Cc2ccco2)sc2c1CCCC2 | -20.4 | 10.8 |
| Cc1ccc(C2CC(=O)NC(SCC(=O)Nc3nccs3)=C2C#N)cc1 (stereo unspecified) | 7.6 | 2.1 |
| COC(=O)c1ccccc1NC(=O)Cn1c(=O)n(CCC(=O)NC2CCN(Cc3ccccc3)CC2)c(=O)c2ccccc21 | -6.1 | 6.5 |

Screening results as filed in PubChem BioAssay.
